Screening results (PubChem)
NRP1-CendR mod: modulators of CendR peptide binding to NRP-1, primary screen, biochemical, fluorescence polarization, uHTS | FAM-RPARPAR peptide binding to NRP-1 | inhibition, % at 25 µM | hit rate 0.85% among 360,000;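 active means inhibition or corrected inhibition above about 18%, plus a signal ratio from 0.5 to 1.5, limit read from the data, passing the limit was not always enough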; further: strong numbers were not always called active
SKN-1 inh: suppressors of acrylamide-induced Pgst-4::GFP reporter in worms, primary screen, SKN-1 inhibitor project, whole organism, uHTS, GFP/RFP fluorescence ratio, strain VP596; inhibition, % at 21.8 µM; C. elegans VP596 Pgst-4::GFP/RFP ratio, 24 h; hit rate 0.49% among 360,000;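 active means interference check ratio from 0.5 to 1.5 plus GFP to RFP signal ratio inhibition reaching or exceeding a fixed threshold, cut at about 30% in these data, passing the limit was not always enough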; further: some compounds called inactive have numbers as strong as hits
eLon inh: inhibitors of E. coli Lon protease, primary screen, biochemical, fluorescence polarization; P0A9M0; purified E. coli Lon protease; inhibition, % at 7.94 µM; hit rate 0.42% among 360,000; in the data active means inhibition above about 13%, passing the limit was not always enough;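 further: 0% = enzyme with probe and DMSO and 100% = no enzyme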
MsrA inhibitor: bovine MsrA enzyme inhibitors, primary screen, biochemical, absorbance, HTS. Methionine sulfoxide reductase A (Bos taurus). purified bovine MsrA, absorbance read-out. inhibition, % at 15.5 µM. hit rate 0.75% among 360,000. AID 651718, 2012; in the data active means inhibition above about 4.5%;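 further: 0% = vehicle wells with enzyme and 100% = reference inhibitor wells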
MT1-MMP act inh: blockers of MT1-MMP proenzyme processing, primary screen, HT1080 RFP-PRO-GFP cells, GFP/RFP fluorescence; GFP/RFP ratio fluorescence, overnight; percent of plate control window, DMSO zero; GFP/RFP ratio change, % at 20 µM; hit rate 0.061% among 360,000;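 active means GFP/RFP ratio change of at least 30% with cell ATP level not reduced by more than half and red fluorescence within 50% of control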; further: strong numbers were not always called active
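Test system: HT1080 RFP-PRO-GFP cells; Benchmarks: DMSO and RFP-L50D-GFP cell wells; Timing: cells overnight before dosing, compound overnight, 37 °C, 5% CO2; Compound: one 20 µM compound dose with 1% DMSO; Read-out: GFP/RFP fluorescence ratio.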
bovine MsrA act: bovine MsrA enzyme activators, primary screen, biochemical, absorbance, HTS; purified bovine MsrA, absorbance read-out; hit rate 0.3% among 360,000; activation, % at 10.6 µM; AID 602163, 2012; Methionine sulfoxide reductase A (Bos taurus); in the data active means activation above about 7.5%;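 further: 0% = vehicle and 100% = reference activator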
Tb MetRS inh: T. brucei MetRS inhibitors, primary screen, biochemical, luminescence; AID 624268, 2012; purified T. brucei MetRS, ATP depletion, Kinase-Glo luminescence; hit rate 0.4% among 360,000; methionyl-tRNA synthetase (Trypanosoma brucei brucei); inhibition, % at 11.9 µM;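 active means inhibition above a per-plate cutoff of the control wells' mean inhibition plus 3 SD, cut at about 5.5% in these data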;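 further: 0% = DMSO wells median and 100% = median of wells with control inhibitor compound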
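Test system: purified T. brucei MetRS enzyme. Also added: ATP, methionine and E. coli bulk tRNA substrates. Compound: 11.9 µM single point. Schedule: 15 min enzyme-compound preincubation, 2 h reaction, 10 min detection, 25 °C. Signal: luciferase luminescence of residual ATP, Kinase-Glo. Evaluation: percent inhibition versus plate control medians. Controls: DMSO wells, low control.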
FAS-TE inh: FAS thioesterase domain inhibitors, primary screen, biochemical, fluorescence intensity, uHTS. Fatty acid synthase (Homo sapiens), P49327. recombinant FAS-TE, OMFH fluorogenic substrate, fluorescence endpoint. inhibition, % at 15 µM. hit rate 0.67% among 360,000. AID 602261, 2012;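 active means compounds whose normalised, plate-corrected inhibition of enzyme fluorescence in the single-dose primary screen is 50% or more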;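 further: 0% = DMSO with enzyme and 100% = substrate without enzyme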
Target sequence (P49327 whole entry, looked up, the tested form may be a part): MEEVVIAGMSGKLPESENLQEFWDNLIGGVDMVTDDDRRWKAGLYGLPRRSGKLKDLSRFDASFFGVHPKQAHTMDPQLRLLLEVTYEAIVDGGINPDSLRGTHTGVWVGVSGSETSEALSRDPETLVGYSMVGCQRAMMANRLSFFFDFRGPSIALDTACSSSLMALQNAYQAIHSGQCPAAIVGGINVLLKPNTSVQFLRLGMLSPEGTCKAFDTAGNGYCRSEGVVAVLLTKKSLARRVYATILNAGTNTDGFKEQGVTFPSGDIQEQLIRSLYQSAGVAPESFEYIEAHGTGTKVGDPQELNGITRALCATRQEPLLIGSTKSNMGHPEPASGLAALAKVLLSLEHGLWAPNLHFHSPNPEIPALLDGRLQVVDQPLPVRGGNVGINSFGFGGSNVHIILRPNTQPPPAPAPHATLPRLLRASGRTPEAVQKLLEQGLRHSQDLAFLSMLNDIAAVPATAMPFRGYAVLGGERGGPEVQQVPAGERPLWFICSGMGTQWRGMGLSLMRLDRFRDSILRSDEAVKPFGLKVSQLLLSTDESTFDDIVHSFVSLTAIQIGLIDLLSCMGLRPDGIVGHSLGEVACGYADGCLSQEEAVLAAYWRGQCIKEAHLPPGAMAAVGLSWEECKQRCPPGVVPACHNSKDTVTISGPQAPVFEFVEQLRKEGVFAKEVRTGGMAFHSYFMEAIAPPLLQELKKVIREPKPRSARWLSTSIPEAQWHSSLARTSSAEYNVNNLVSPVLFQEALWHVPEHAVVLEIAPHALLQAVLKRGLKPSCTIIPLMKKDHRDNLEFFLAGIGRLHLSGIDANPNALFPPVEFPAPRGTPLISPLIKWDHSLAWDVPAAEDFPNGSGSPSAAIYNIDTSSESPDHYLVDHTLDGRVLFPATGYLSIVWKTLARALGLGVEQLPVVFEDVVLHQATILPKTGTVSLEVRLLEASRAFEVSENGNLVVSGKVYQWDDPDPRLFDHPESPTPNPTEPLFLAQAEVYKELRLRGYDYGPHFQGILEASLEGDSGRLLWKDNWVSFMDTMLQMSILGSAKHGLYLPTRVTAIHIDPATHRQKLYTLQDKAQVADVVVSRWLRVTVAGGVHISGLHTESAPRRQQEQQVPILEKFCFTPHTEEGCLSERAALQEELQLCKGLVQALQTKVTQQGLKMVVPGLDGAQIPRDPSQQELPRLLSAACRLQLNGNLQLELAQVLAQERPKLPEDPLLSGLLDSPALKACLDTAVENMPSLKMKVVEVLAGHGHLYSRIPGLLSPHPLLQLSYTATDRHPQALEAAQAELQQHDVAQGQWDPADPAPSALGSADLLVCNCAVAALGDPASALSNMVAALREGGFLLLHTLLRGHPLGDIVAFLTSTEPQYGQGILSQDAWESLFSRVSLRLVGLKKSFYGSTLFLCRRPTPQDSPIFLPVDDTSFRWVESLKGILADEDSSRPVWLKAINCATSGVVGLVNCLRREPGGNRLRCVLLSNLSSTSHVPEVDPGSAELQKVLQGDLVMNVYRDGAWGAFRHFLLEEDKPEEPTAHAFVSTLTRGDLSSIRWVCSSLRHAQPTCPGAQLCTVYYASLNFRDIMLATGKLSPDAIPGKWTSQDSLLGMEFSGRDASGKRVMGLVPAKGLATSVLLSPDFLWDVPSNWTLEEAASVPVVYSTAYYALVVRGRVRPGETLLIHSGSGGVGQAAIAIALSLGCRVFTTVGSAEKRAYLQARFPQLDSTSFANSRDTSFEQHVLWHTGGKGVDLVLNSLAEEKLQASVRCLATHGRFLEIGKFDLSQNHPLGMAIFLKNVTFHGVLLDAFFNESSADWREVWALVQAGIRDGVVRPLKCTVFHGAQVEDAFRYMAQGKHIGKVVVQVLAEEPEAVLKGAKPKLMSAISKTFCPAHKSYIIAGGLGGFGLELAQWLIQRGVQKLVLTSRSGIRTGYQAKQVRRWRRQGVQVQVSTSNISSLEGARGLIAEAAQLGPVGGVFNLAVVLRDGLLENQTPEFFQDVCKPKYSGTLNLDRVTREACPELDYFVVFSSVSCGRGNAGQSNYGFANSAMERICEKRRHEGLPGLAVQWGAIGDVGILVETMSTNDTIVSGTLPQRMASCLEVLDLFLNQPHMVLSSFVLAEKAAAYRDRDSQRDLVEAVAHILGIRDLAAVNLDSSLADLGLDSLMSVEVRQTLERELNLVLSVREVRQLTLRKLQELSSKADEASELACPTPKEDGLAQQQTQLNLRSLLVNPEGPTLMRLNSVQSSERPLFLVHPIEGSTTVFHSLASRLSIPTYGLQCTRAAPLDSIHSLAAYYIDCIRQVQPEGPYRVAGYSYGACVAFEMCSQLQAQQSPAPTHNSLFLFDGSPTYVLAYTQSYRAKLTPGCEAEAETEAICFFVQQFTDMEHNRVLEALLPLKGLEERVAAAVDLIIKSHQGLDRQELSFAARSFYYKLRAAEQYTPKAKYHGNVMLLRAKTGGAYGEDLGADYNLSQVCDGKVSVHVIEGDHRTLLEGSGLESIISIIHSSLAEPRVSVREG
MLLE-PAM2 inh: inhibitors of PABP1 MLLE–PAM2 peptide binding, primary screen, biochemical, fluorescence polarization, FITC-PAM2, GST-MLLE | AID 588489, 2011 | hit rate 0.36% among 360,000 | inhibition, % at 20 µM | Polyadenylate-binding protein 1 (Homo sapiens), P11940; in the data active means inhibition above about 35%, passing the limit was not always enough;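 further: plate controls were DMSO wells with GST-MLLE for no effect and wells lacking GST-MLLE protein for full effect; some results filed as inactive read as strong as hits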
Active calls of the source: *; . = not tested or not shown.

nr | Molecule | MsrA inhibitor | FAS-TE inh | SKN-1 inh | MT1-MMP act inh | Tb MetRS inh
1 | CS(=O)(=O)N1CCC(C(=O)Nc2ccccc2)CC1 | 1.0 | -5 | 2 | -5 | 0.2
2 | CCOc1ccc(C(=O)Nc2ccc(N3CCCC3)cc2)cc1 | 0.5 | -11 | 10 | 5 | -0.8
3 | CC1CCCCN1C(=O)NC12CC3CC(CC(C3)C1)C2 (stereo unspecified) | 0.4 | -6 | 2 | 3 | -0.5
4 | CCN1CCc2c(C#N)c(N3CCOCC3)nc(NCc3ccccc3)c2C1 | -0.2 | -5 | 7 | 8 | -0.4
5 | CC(C)(C)c1ccc(S(=O)(=O)NCCc2ccncc2)cc1 | 0.3 | -1 | 8 | -3 | -0.1
6 | CCc1ccc(C(=O)CSc2n[nH]c(C)n2)cc1 | 0.2 | -5 | -6 | 10 | -0.2
7 | Cc1ccc(S(=O)(=O)NCC(=O)OCC(=O)NCc2ccco2)cc1 | -0.3 | -6 | 7 | 9 | -0.2
8 | CCCCCCCOc1ccc(C2(C)NC(=O)NC2=O)cc1 (stereo unspecified) | -0.1 | 12 | 1 | -3 | 0.4
9 | COc1ccc(Nc2c3ccccc3nc3ccccc23)cc1 | 0.8 | 4 | -13 | 5 | 0.8
10 | O=C(COC(=O)c1ccc(S(=O)(=O)N2CCOCC2)cc1)NC1CCCCCC1 | 0.6 | 0 | 11 | -7 | 0.3
11 | Cc1ccc(-c2cc3nc(NCCOc4ccccc4Cl)n(C)c(=O)c3s2)cc1 | 0.0 | 9 | -1 | 2 | -0.1
12 | CC(C)c1nc2cc(C(=O)N3CCNC(=O)C3c3cccc(F)c3)ccc2o1 (stereo unspecified) | -0.5 | -4 | 8 | 0 | 0.6

nr | MLLE-PAM2 inh | eLon inh | bovine MsrA act | NRP1-CendR mod
1 | 3 | -3 | -1 | 10
2 | -13 | 1 | -3 | -32
3 | 7 | -10 | -2 | 12
4 | 3 | -3 | 0 | 8
5 | 2 | 5 | -5 | 11
6 | 29 | 15 | -3 | 5
7 | 13 | 8 | -4 | 9
8 | -3 | -8 | -2 | 6
9 | -7 | -4 | -4 | 0
10 | -13 | 8 | -3 | 9
11 | -4 | 0 | -2 | -8
12 | 2 | 14 | -1 | 10

Next section
nr | Molecule | MsrA inhibitor | FAS-TE inh | SKN-1 inh | MT1-MMP act inh | Tb MetRS inh
13 | O=C(NCCCN1CCCCC1)c1ccc(CS(=O)c2ccc(F)cc2)o1 (stereo unspecified) | -0.8 | -5 | 13 | 0 | 0.0
14 | O=C(c1ccccc1Oc1ccccc1)N1CCN(c2ccccc2F)CC1 | -1.3 | 13 | -1 | 1 | -1.3
15 | Cc1c(Br)c([N+](=O)[O-])nn1CC(=O)N1CCCc2ccccc21 | -0.2 | 12 | -11 | 6 | -0.1
16 | Cc1ccc(C23CC4CC(CC(NC(=O)NCCN(C)C)(C4)C2)C3)cc1 | 0.4 | -3 | 2 | -2 | 0.6
17 | CC(=O)Oc1ccc(C(=O)Nc2ccccc2C(=O)Nc2cccc(C(=O)O)c2)cc1 | 0.2 | -1 | 16 | -1 | -1.2
18 | C/C(=N/NC(=O)c1ccncc1)c1c[nH]c2ccccc12 | 0.1 | -10 | 6 | -1 | 0.1
19 | S=C(NCc1ccncc1)NC1CCCCC1 | -1.1 | -3 | 4 | -1 | 0.7
20 | COc1cccc(CNC(=O)C2CCN(S(=O)(=O)c3ccc4c(c3)CC(C)N4C(=O)C3CC3)CC2)c1 (stereo unspecified) | 0.1 | 5 | -9 | -10 | -0.4
21 | CC1CC2(C)Oc3ccccc3CC2C(C)C1CNCCCN(C)C (stereo unspecified) | 0.3 | -8 | -7 | -4 | -1.5
22 | COc1ccc(N2C3=[N+](CCCC3)CC2(C)O)cc1 (stereo unspecified) | -0.8 | -9 | 0 | 1 | -0.3
23 | CC1CCCCN1C(=O)CCn1c(=S)oc2ccccc21 (stereo unspecified) | -0.1 | -5 | -9 | 2 | 0.5
24 | O=[N+]([O-])c1cc2c(c(CSc3ncccn3)c1)OCOC2 | 1.4 | 34 | -14 | 1 | -0.9

nr | MLLE-PAM2 inh | eLon inh | bovine MsrA act | NRP1-CendR mod
13 | 13 | 0 | -2 | -11
14 | -12 | 4 | -1 | 7
15 | 2 | -10 | 2 | 3
16 | 5 | -1 | -1 | -7
17 | 2 | -3 | -2 | -23
18 | -2 | 1 | -4 | 6
19 | -80 | -1 | -2 | -5
20 | -1 | 2 | -11 | 9
21 | 1 | 2 | -10 | 8
22 | 11 | 1 | -5 | -13
23 | -9 | 3 | -2 | 6
24 | 8 | -4 | -5 | 6

Remaining list, next part
nr | Molecule | MsrA inhibitor | FAS-TE inh | SKN-1 inh | MT1-MMP act inh | Tb MetRS inh
25 | CCOC(=O)Cc1csc(NC(=O)CSc2nccn2C)n1 | 0.6 | -7 | -18 | -3 | -0.8
26 | CCOc1ccccc1C=NN=Cc1ccccc1O | 1.6 | 17 | -5 | 0 | -0.3
27 | CCN(c1ccccc1)S(=O)(=O)c1cccc(C(=O)NCc2ccncc2)c1 | 1.3 | -6 | 11 | 0 | -0.3
28 | COc1ccc(CCNC(=O)/C=C/C(=O)O)cc1 | 0.1 | -5 | -2 | 3 | 0.5
29 | COc1ccc(C=C2CS(=O)(=O)CC(=Cc3ccc(OC)cc3)C2=O)cc1 | 1.3 | 5 | 5 | -10 | -0.1
30 | Cc1ccc(NC(=O)COC(=O)c2cc(Cl)ccc2Cl)c(Br)c1 | 1.5 | -4 | 7 | -2 | -0.8
31 | CCCc1cnc(N2CCN(C(=S)NC)CC2)nc1 | 0.1 | -6 | -1 | 6 | -0.2
32 | CCCC(=O)NNC(=O)CC(=O)Nc1ccccc1C(=O)O | 1.8 | -5 | -4 | 2 | -0.4
33 | O=C(CCc1nc2ccccc2c(=O)[nH]1)N1CCN(S(=O)(=O)c2ccc(F)cc2)CC1 | -0.4 | -6 | 3 | -2 | -0.2
34 | Cc1cccc(C)c1OCc1cc(C(=O)N2CCC(C3CCCCC3)C2)no1 (stereo unspecified) | -0.2 | 23 | 1 | -2 | -0.3
35 | COc1ccc(OC)c(NC(=O)Nc2nnc(N3CCC(C)CC3)s2)c1 | -0.5 | 7 | 8 | 4 | -0.1
36 | COc1ccc2c(CC(=O)OCC(=O)Nc3ccc(S(N)(=O)=O)cc3)coc2c1 | 1.2 | -1 | 0 | 3 | 0.4

nr | MLLE-PAM2 inh | eLon inh | bovine MsrA act | NRP1-CendR mod
25 | 0 | 5 | -7 | 2
26 | -4 | -7 | -4 | 1
27 | 6 | 6 | -2 | -2
28 | -8 | 6 | -1 | -3
29 | -10 | -11 | -6 | -5
30 | 1 | -8 | -4 | -6
31 | -128 | 1 | -3 | -6
32 | 6 | 1 | -3 | -11
33 | 0 | -4 | -3 | 8
34 | -13 | -1 | -2 | 0
35 | 0 | -2 | -2 | 1
36 | -16 | 6 | 0 | -6

(list continues)
nr | Molecule | MsrA inhibitor | FAS-TE inh | SKN-1 inh | MT1-MMP act inh | Tb MetRS inh
37 | O=C(/C=C/c1ccco1)Nc1cccc(-c2nc3ccccc3[nH]2)c1 | 2.7 | 4 | 23 | 8 | 3.5
38 | O=C(O)C1=C[C@@H](c2csc3ccccc23)C[C@@H](OCCCCO)O1 | 0.3 | -4 | 1 | -3 | -0.1
39 | O=S(=O)(c1ccc(NCCc2c[nH]c3ccccc23)nc1)N1CCOCC1 | -1.2 | 12 | -8 | 5 | 0.4
40 | COc1ccc([C@H]2CC(=O)C[C@@H](CCn3cc(C)nn3)O2)cc1 | 0.1 | -5 | 6 | 1 | -0.3
41 | Cc1ccc(NC(=O)CCN2C(=O)OC(C)(C)C2(C)O)cc1 (stereo unspecified) | -0.3 | -5 | -10 | 0 | 0.2
42 | CC(C)CCc1c(O)nc(SCC(=O)N2CCCCCC2)[nH]c1=O | -0.8 | 0 | -8 | -2 | 0.2
43 | COc1cccc(-c2nc3cc(C)ccc3o2)c1 | -0.6 | 17 | -7 | -6 | -0.3
44 | Cn1ncc([N+](=O)[O-])c1C(=O)NC1CCCCCC1 | 1.0 | -7 | 8 | -1 | 0.0
45 | CCOC(=O)c1c(C)[nH]c(C(=O)NNC(=O)c2ccccc2)c1C | . | -2 | 9 | 1 | -1.0
46 | CC1CCc2c(sc(NC(=O)COC(=O)C3CCCO3)c2C#N)C1 (stereo unspecified) | 1.5 | 1 | -3 | -4 | -0.8
47 | O=c1[nH]cnc2c1c(-c1ccccc1)cn2-c1cccc(Cl)c1 | 0.2 | 9 | -4 | 8 | -0.3
48 | O=C(Nc1ccccc1F)C1CCCN1S(=O)(=O)c1ccc(Cl)cc1 (stereo unspecified) | 1.2 | 1 | -10 | -2 | -0.3

nr | MLLE-PAM2 inh | eLon inh | bovine MsrA act | NRP1-CendR mod
37 | -5 | -7 | -4 | -17
38 | -13 | 6 | -1 | 5
39 | 3 | 0 | 3 | 1
40 | . | -1 | -1 | -1
41 | 10 | -3 | -2 | 4
42 | 28 | 2 | -5 | 0
43 | -7 | -2 | -1 | 3
44 | 2 | -1 | -2 | 19
45 | -11 | -4 | -7 | -8
46 | -13 | 9 | -3 | 6
47 | 10 | 0 | -2 | 3
48 | -3 | -3 | -2 | -5

Next results follow:
nr | Molecule | MsrA inhibitor | FAS-TE inh | SKN-1 inh | MT1-MMP act inh | Tb MetRS inh
49 | O=C(N/N=C/c1coc2ccc(Cl)cc2c1=O)c1cc(O)cc(O)c1 | 0.0 | 67* | 1 | -11 | -0.3
50 | C[C@@H]1CN([C@H](C)CO)S(=O)(=O)c2ccc(-c3cccc(C(=O)N(C)C)c3)cc2O[C@H]1CN(C)C(=O)Nc1ccc(F)cc1 | -0.4 | -3 | 8 | 0 | 0.5
51 | Cc1cc(C(=O)OCC(=O)Nc2cccc(S(N)(=O)=O)c2)c2ccccc2n1 | 0.1 | -3 | 0 | 0 | -0.5
52 | CCOCCCNC(=O)c1ccc2c(c1)ncn2-c1ccc(CC)cc1 | -1.0 | -2 | 19 | 5 | -0.2
53 | CCOc1ccc(CCNC(=O)COC(=O)/C=C/c2ccccc2OC)cc1OCC | -0.5 | 3 | 5 | -2 | 0.1
54 | Fc1cccc(Cl)c1/C=N/n1c(-c2cccnc2)n[nH]c1=S | -0.3 | -7 | 3 | -3 | 1.1
55 | O=C(NN1CCOCC1)NC12CC3CC(CC(C3)C1)C2 | 1.2 | -3 | 5 | 1 | 0.0

nr | MLLE-PAM2 inh | eLon inh | bovine MsrA act | NRP1-CendR mod
49 | 19 | -8 | -3 | -116
50 | 13 | 6 | -2 | 12
51 | -5 | -2 | -4 | 6
52 | 5 | 3 | 0 | 6
53 | -7 | 3 | -1 | -4
54 | -31 | 1 | -2 | -8
55 | -6 | -1 | -2 | 11

This is a random part of the collection. Share with any hit: about 4%.
